IL1B secr inh: qHTS for Inhibitors of Inflammasome Signaling: IL-1-beta AlphaLISA Primary Screen | THP-1 LPS/ATP IL-1B secretion, AlphaLISA, 16 h; active compounds read low | 360,000 tested, 4.7% active | AID 743279, 2014 | activity change, % at 57.5 µM; in the data active = activity change below about -50%; inconclusive = mostly about -30% to -49%; also: % is scaled to controls: 0 for no effect and ±100 for the full control effect
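THP-1 cells pretreated 1 hr with compounds (up to 57.5 uM final), then stimulated with LPS (250 ng/mL final) plus ATP (1.25 mM final); secreted IL-1B measured by AlphaLISA after 16 hr, decreased signal indicating inhibition.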
SW480 rereplic: A quantitative high throughput screen for small molecules that induce DNA re-replication in SW480 colon adenocarcinoma cells | AID 624297, 2012 | Potency, µM (highest dose often 46.1 µM), inactives show at the highest dose re-replication activation, hits mostly activators | 340,000 tested, 1.8% active | SW480 DNA re-replication, Hoechst DNA content imaging, 48 h; also: potency is read from the fitted curve at half-maximal effect; % of control where 0% means no effect; nearly all actives have a fitted effect of over 55% in size
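Hoechst fluorescence of nuclei (405 nm excitation, 500-530 nm emission) measured by plate-scanning imager after 48 hr compound exposure at 37 C; re-replication scored as increased number of nuclei with elevated intensity.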
KB-3-1 cytotox: qHTS assay for MDR1-selective chemotherapeutics: Primary screen using the parental adenocarcinoma cell KB-3-1; KB-3-1 viability, CellTiter-Glo ATP luminescence, 72 h; Potency, µM (doses to about 46.1 µM), without a hit: at the top dose activity change, negative = cytotoxic, usual class: cytotoxic; 400,000 tested, 1.4% active; AID 1347075, 2019; also: potency is read from the fitted curve at half-maximal effect; % is scaled to controls: 0 for no effect and ±100 for the full control effect; nearly all actives have a fitted effect of over 60% in size
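Cytotoxicity measured as CellTiter-Glo luminescence after 72 h at 37 C. Compound titrations were pinned onto drug-naive KB-3-1 parental adenocarcinoma cells grown in DMEM with 10% FBS, and normalized data fitted to concentration-response curves.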
HT1080 IDH1KD tx: qHTS for induction of synthetic lethality in tumor cells producing 2HG: qHTS for the HT-1080-IDH1KD cell line. AID 686971, 2013. Potency, µM (series often up to 46.1 µM), for inactives: at the highest dose activity, negative = toxicity, usual class: cytotoxic. 360,000 tested, 2% active. HT-1080 IDH1 knockdown viability, ATP luminescence, 48 h;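 also: potency is read from the fitted curve at half-maximal effect; 0% = DMSO wells and -100% = cell-free medium wells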
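IDH1KD HT-1080 cells, 750/well, RPMI + 5% FBS; compound pinned after 2 h settling; 48 h, 37 °C; CellTiter-Glo luminescence; % activity normalised to DMSO and no-cell wells; curves fitted, classed by r2 and efficacy.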
HEK293 tox: qHTS of GLP-1 Receptor Inverse Agonists: Cytotox Screen; 410,000 tested, 0.13% active; HEK293 cAMP-luciferase reporter cells, luminescence, 24 h; Potency, µM (top dose mostly 38.3 µM), without a hit: at the top dose activity change, negative = inhibition, usual class: inhibitors;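 also: loss of luciferase light is scored as toxicity; potency is read from the fitted curve at half-maximal effect; % is scaled to controls: 0 for no effect and ±100 for the full control effect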
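Step one: seed cells (200 cells/uL, DMEM with 10% Nu serum, 1% pen-strep). Step two: 12-hour incubation at 37 deg C. Step three: pin 23 nL compound, incubate 24 hr. Step four: add luciferase reagent, read luminescence 12 min later.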
HT1080NT lethal: qHTS for induction of synthetic lethality in tumor cells producing 2HG: qHTS for the HT-1080-NT fibrosarcoma cell line; AID 686970, 2013; HT-1080-NT fibrosarcoma viability, CellTiter-Glo ATP luminescence, 48 h; Potency, µM (highest dose often 46.1 µM), inactives show at the highest dose activity, negative = less viability, actives largely listed as cytotoxic; 360,000 tested, 1.6% active;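 also: NT is the 2HG producing partner of a matched IDH1 knockdown line; potency is read from the fitted curve at half-maximal effect; 0% = DMSO-treated cells and -100% = media-only wells without cells; nearly all actives have a fitted effect of over 55% in size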
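Luminescent CellTiter-Glo readout after 48 hours of compound exposure at 37 degrees C defined viability of HT-1080-NT cells. Activity was normalized to DMSO wells and cell-free media wells; concentration-response curves were fitted and assigned curve classes.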
KB-V1 MDR tox: qHTS assay for MDR1-selective chemotherapeutics: Primary screen using the drug-selected MDR subline cells KB-V1; KB-V1 MDR cells viability, CellTiter-Glo, 72 h; Potency, µM (titrated, usually from 46.1 µM), for inactives: top-dose activity change, negative = cytotoxicity, usual class: cytotoxic; 400,000 tested, 3.4% active; AID 1347076, 2019; also: potency is read from the fitted curve at half-maximal effect; % is scaled to controls: 0 for no effect and ±100 for the full control effect; nearly all actives have a fitted effect of over 60% in size
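Cytotoxicity via CellTiter-Glo luminescence after 72 h compound exposure at 37 degrees C. Cells: drug-selected KB-V1 line, DMEM phenol-red free plus 10% FBS. Compounds tested at multiple concentrations; normalized data fitted to concentration-effect curves.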
DRD3 agonist: qHTS of D3 Dopamine Receptor Agonist: qHTS | D(3) dopamine receptor (Homo sapiens), P35462 | D3R DiscoveRx beta-arrestin cells, luminescence, 90 min | max activation, % | 410,000 tested, 0.58% active | AID 652048, 2013; in the data active = max activation above about 30%; also: 0% is about no effect; mostly tested at two doses, the higher about 12 µM
Target sequence (P35462 whole entry, looked up): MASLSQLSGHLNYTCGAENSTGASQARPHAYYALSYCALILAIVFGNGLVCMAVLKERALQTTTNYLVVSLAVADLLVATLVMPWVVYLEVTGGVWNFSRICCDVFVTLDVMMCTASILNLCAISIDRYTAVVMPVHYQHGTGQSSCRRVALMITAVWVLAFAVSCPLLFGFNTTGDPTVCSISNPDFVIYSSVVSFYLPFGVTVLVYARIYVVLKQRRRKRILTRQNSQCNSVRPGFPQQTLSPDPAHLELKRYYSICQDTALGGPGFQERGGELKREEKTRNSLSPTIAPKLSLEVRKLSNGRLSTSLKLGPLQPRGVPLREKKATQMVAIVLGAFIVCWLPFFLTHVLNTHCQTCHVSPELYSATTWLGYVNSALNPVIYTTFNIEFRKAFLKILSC
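Agonist mode: compounds and dopamine controls were applied to plated cells for 90 min at 37 degrees C after an overnight attachment at 1500 cells/well. Luminescent read-out followed 30 - 60 minutes at room temperature with DiscoveRx detection reagent.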
MCF10A rereplic: A quantitative high throughput screen for small molecules that induce DNA re-replication in MCF 10a normal breast cells; Potency, µM (highest dose often 46.1 µM), without a hit: at the highest dose activity, positive = re-replication, actives largely listed as activators; 350,000 tested, 2.9% active; MCF 10A DNA re-replication, Hoechst nuclear intensity, 48 h; also: potency is read from the fitted curve at half-maximal effect; % of control where 0% means no effect; nearly all actives have a fitted effect of over 50% in size
Starred values were filed as active, the others as inactive; ? = inconclusive; . = no result given; [ ] = another dose, or the depositor's remark. Unless noted, calls follow the shape of the dose curve; as a rule, active = well fitted curve in the direction sought with a large enough effect; inconclusive = small, poorly fitted or top-dose-only effect, or another doubt; inactive = no such curve, though single readings can be large; an effect the other way counts as inactive or inconclusive. The order is random. About 11% of those tested had a hit in this group.

Each structure is followed by: KB-3-1 cytotox	HT1080 IDH1KD tx	IL1B secr inh	MCF10A rereplic	KB-V1 MDR tox	HEK293 tox	DRD3 agonist	HT1080NT lethal	SW480 rereplic
Cc1ccccc1-c1nc(CS(=O)(=O)CC(=O)N2CCCCC2)c(C)o1
    1%	-15%	-27	5%	-21%	0%	-3	?	-18%
NS(=O)(=O)c1ccc(CCNC(=O)CN2CCN(c3ccccc3O)CC2)cc1
    1%	5%	17	5%	1%	4%	2	14%	-34%[inhibitor]
Fc1ccc(CN2CCN(c3ncnc4scc(-c5ccccc5)c34)CC2)cc1
    ?	-2%	?	8%	-46%	-21%	-12	-16%	-13%
COc1ccc2occ(C(=O)c3cccs3)c2c1
    6%	-7%	6	3%	-4%	3%	-7	-6%	-1%
CC1(C)C(=O)OC(/C=C\c2cccc([N+](=O)[O-])c2)C(C)(C)C1=O (stereo unspecified)
    4%	9%	9	-17%	-1%	7%	9	3%	-8%
COc1ccc(/C=N/NC(=O)CCc2c(C)n[nH]c2C)cc1OC
    22%	6%	32	8%	-8%	1%	1	11%	-10%
Cc1ccc(-n2ccnc2SCC(=O)N(CC(C)C)C2CCS(=O)(=O)C2)c(C)c1 (stereo unspecified)
    3%	3%	-19	7%	-19%	-27%	0	-3%	11%
Cn1nccc1-c1ccc(C(=O)Nc2cccc(NS(C)(=O)=O)c2)c2occc12
    0%	-8%	-50*	.	0%	7%	4	-9%	.
Cc1cc(C)c2c(c1)c1nnc(SCCN3CCOCC3)nc1n2C
    1%	4%	-1	10%	16%	0%	-7	-2%	-6%
CC(=O)Nc1ccc2nc(NC(=O)CS(=O)(=O)c3ccccc3)sc2c1
    10%	-2%	16	1%	1%	1%	-6	-6%	-6%
CCN1CCN(c2c(S(=O)(=O)c3ccc(Cl)cc3)cnc3ccccc23)CC1
    4%	.	.	.	-6%	10%	-16	.	.
CCOc1nc(Nc2ccccc2)nc(OCC)n1
    2%	13%	21	7%	0%	6%	1	17%	?
Cc1ccc(C)c(CSc2nnc(-c3cccnc3)n2N)c1
    18%	-1%	1	-1%	-15%	1%	0	-8%	-4%
Cc1cc(C)n2nc(C(=O)NC3CCCc4ccccc43)nc2n1 (stereo unspecified)
    -13%	0%	-6	-2%	?	-6%	3	-2%	-2%
N#CC(=C(O)COC(=O)CCC1CCCCC1)c1nc2ccccc2[nH]1
    -17%	17%	-98*	?	5%	-4%	4	8%	12%
CCOC(=O)N1CCN(C(=O)COc2ccc(S(=O)(=O)NCC(C)C)cc2C)CC1
    3%	1%	19	-13%	0%	7%	22	-1%	-1%
CN(CC(=O)NCc1ccccn1)S(=O)(=O)c1cc(Cl)ccc1Cl
    -6%	-9%	-14	-4%	-4%	9%	-17	-2%	-1%
Cc1cccn2c(=O)c3cc(C#N)c(=NC(=O)c4cccnc4)n(CC4CCCO4)c3nc12 (stereo unspecified)
    ?	18%	21	13µM*	?	.	0	6%	18µM*
Cc1sc2nc(NCCO)[nH]c(=O)c2c1C
    5%	-2%	30	-9%	-3%	11%	1	-6%	12%
CCOc1ccccc1C1CC(c2ccc(Cl)cc2)Nc2nc(N)nn21 (stereo unspecified)
    -17%	-3%	-17	-1%	-1%	-6%	-11	-3%	5%
CC1CCCC(NC(=O)c2ccc3c(SCC(=O)O)c4c(nc3c2)CCC4)C1C (stereo unspecified)
    ?	11%	-7	3%	0%	4%	3	3%	2%
CCn1c(SCc2cccc(C(=O)O)c2)nnc1-c1ccccc1
    -6%	10%	29	?	0%	-8%	-1	9%	-3%
Cc1ccc(S(=O)(=O)NCCCCCC(N)=O)cc1
    12%	-1%	19	-2%	29%	-7%	0	-3%	-5%
COc1ccc(C(=O)Nc2ccccc2C(=O)N2CCOCC2)cc1Br
    23%	2%	8	10%	-2%	-7%	2	2%	5%
O=C(CCS(=O)(=O)c1cc2c(cc1Cl)NC(=O)CO2)NCCc1ccc(Cl)cc1
    13%	.	.	.	4%	5%	1	.	.
CCN1CCN(C(=O)c2ccccc2NS(=O)(=O)c2ccc(Cl)cc2)CC1
    -5%	-2%	10	-6%	-38%	3%	-22	8%	0%
Cc1nc(NC(=O)c2cc3ccccc3o2)sc1C
    -5%	0%	-19	-13%	6%	-3%	-8	-20%	7%
COc1ccc(NC(=O)N2C[C@H]3CON(C)[C@H]3C[C@H]2c2ccc(N3CCCCC3)cc2)cc1
    0%	14%	7	.	-7%	4%	3	6%	.
O=C(NCc1cccnc1)/C(=C\c1ccc(-c2cccc(Cl)c2)o1)S(=O)(=O)c1ccccc1
    ?	?	-105*	7.3µM*	4.1µM*	?	-32	-18%	?
CCCCn1c(O)c(N=NC(=O)c2ccccc2NS(=O)(=O)c2cccs2)c2ccccc21
    9%	1%	11	10%	-7%	-20%	-2	-1%	7%
COc1ccccc1Nc1nc(N)nc(CSC(=S)N2CCC(C)CC2)n1
    8%	4%	-4	15%	?	-2%	-2	-2%	-5%
NC(=O)[C@H]1CC2(CC(c3cccc(NC(=O)CC(c4ccccc4)c4ccccc4)c3)=NO2)CN1C(=O)c1ccccc1C(=O)c1ccccc1 (stereo partly specified)
    3%	-1%	-21	?	?	-4%	-11	-3%	0%[9.22 µM]
CC(NC(=O)CCNC(=O)c1ccc(Br)cc1)c1ccc(S(N)(=O)=O)cc1 (stereo unspecified)
    -16%	-1%	20	-1%	-23%	13%	3	-1%	-302%[inhibitor]
O=C(c1ccc(S(=O)(=O)NCc2ccco2)cc1)N1CCN(Cc2ccccc2F)CC1
    -7%	-6%	-4	?	-36%	17%	2	-1%	23%
Cc1ccc2[nH]c3c(=O)n(CC(=O)NCCCN(C)Cc4ccccc4)ncc3c2c1
    -9%	0%	-11	-1%	22%	6%	-4	12%	-5%
CNC(=S)N/N=C(\C)c1ccccc1
    -4%	-28%	-22	-2%	-5%	?	-3	?	-12%
Cc1nc(Cl)sc1C(=O)Nc1ccccc1
    0%	4%	4	3%	11%	0%	-8	3%	?
CCC(C(=O)O/N=C(\N)c1ccc(C)cc1)c1ccccc1 (stereo unspecified)
    8%	6%	-26	-8%	3%	-15%	-5	11%	1%
COC(=O)C1=CN(CCOC23CC4CC(CC(C4)C2)C3)C=C(C(=O)OC)C1c1ccsc1
    ?	?	-27	?	?	5%[0.307 µM]	-2	?	?
CC(C)(C)NC(=O)NC(=O)COC(=O)c1ccco1
    -8%	-6%	6	-4%	?	57%	-6	1%	-7%
COc1ccc(NC(=O)c2cc(Br)ccc2Cl)c([N+](=O)[O-])c1
    1%	-29%	-4	?	-5%	-2%[7.66 µM]	-1	-27%	14%
O=C(NCCN1C(=O)C2C3C=CC(C3)C2C1=O)Nc1ccc(Br)cc1 (stereo unspecified)
    1%	-4%	4	8%	14%	-16%	1	5%	1%
COc1cc(OC)cc(C2=Cc3ccccc3C(CC(C)=O)N2c2ccc(C#CCCO)cc2)c1 (stereo unspecified)
    -21%	?	-19	.	-5%	2%	-2	?	.
Cc1ccccc1Cn1cnc2nc3c(cc2c1=O)CC(C)CC3 (stereo unspecified)
    13%	.	.	.	10%	-19%	-16	.	.

A few values from above:
In KB-3-1 cytotox, CCN1CCN(c2c(S(=O)(=O)c3ccc(Cl)cc3)cnc3ccccc23)CC1 has the entry 4%
In HT1080 IDH1KD tx, CC(C)(C)NC(=O)NC(=O)COC(=O)c1ccco1 has the entry -6%
In KB-V1 MDR tox, COc1ccc(NC(=O)N2C[C@H]3CON(C)[C@H]3C[C@H]2c2ccc(N3CCCCC3)cc2)cc1 has the entry -7%
In KB-3-1 cytotox, Cc1nc(Cl)sc1C(=O)Nc1ccccc1 has the entry 0%

Part of the list above in order of formula weight, smallest number first:
Each structure is followed by: KB-3-1 cytotox	HT1080 IDH1KD tx	IL1B secr inh	MCF10A rereplic	KB-V1 MDR tox	HEK293 tox	DRD3 agonist	HT1080NT lethal	SW480 rereplic
Cc1ccccc1Cn1cnc2nc3c(cc2c1=O)CC(C)CC3 (stereo unspecified)
    13%	.	.	.	10%	-19%	-16	.	.
Cc1ccc2[nH]c3c(=O)n(CC(=O)NCCCN(C)Cc4ccccc4)ncc3c2c1
    -9%	0%	-11	-1%	22%	6%	-4	12%	-5%
COc1cc(OC)cc(C2=Cc3ccccc3C(CC(C)=O)N2c2ccc(C#CCCO)cc2)c1 (stereo unspecified)
    -21%	?	-19	.	-5%	2%	-2	?	.

Among those listed so far, 2 contain a COOH group.
Each structure is followed by: KB-3-1 cytotox	HT1080 IDH1KD tx	IL1B secr inh	MCF10A rereplic	KB-V1 MDR tox	HEK293 tox	DRD3 agonist	HT1080NT lethal	SW480 rereplic
CC1CCCC(NC(=O)c2ccc3c(SCC(=O)O)c4c(nc3c2)CCC4)C1C (stereo unspecified)
    ?	11%	-7	3%	0%	4%	3	3%	2%
CCn1c(SCc2cccc(C(=O)O)c2)nnc1-c1ccccc1
    -6%	10%	29	?	0%	-8%	-1	9%	-3%
